Myeloid diff 2: compounds promoting myeloid differentiation; ER-HoxA9 myeloid progenitors, lysozyme-GFP differentiation, flow cytometry; calls only at 10 µM; 360,000 compounds, 1% hits;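 active = normalized GFP-positive differentiation at or above the plate's own cutoff, the solvent-only control mean plus 3 SD; inconclusive = no clear call, values can overlap the other calls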;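 note: cells exposed to compound for four days before flow analysis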
GPR35 antagonists: GPR35 antagonists blocking zaprinast-driven arrestin recruitment, primary screen, imaging, U2OS, beta-arrestin-GFP, zaprinast agonist (AID 2058). U2OS GPR35 beta-arrestin-GFP translocation imaging, zaprinast antagonism; higher % means a stronger effect. inhibition, % at 10 µM; hits with a dose series show IC50 in µM. 290,000 compounds, 0.052% hits;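 active = inhibition of at least 50% with at least 30 cells and total cytoplasm GFP at most 10,000,000; inconclusive = under 30 cells or total GFP of 10,000,000 plus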
GPR55 LPI antagonism: inhibition of LPI-stimulated GPR55 beta-arrestin translocation – imaging, U2OS, beta-arrestin-GFP, LPI agonist, primary screen (AID 2013); inhibition, % at 10 µM, or IC50 in µM where a hit was titrated; U2OS GPR55 beta-arrestin-GFP translocation imaging, LPI antagonism; higher % means a stronger effect; 290,000 compounds, 0.13% hits;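 active = spots per cell inhibited over 60%, with over 100 cells counted and total cytoplasm intensity under 500,000; inconclusive = wells with under 100 cells, flagged as likely toxic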;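 note: U2OS cells stably carrying GPR55 and arrestin-GFP stimulated by 5 µM LPI near EC80; imaged beta-arrestin-GFP aggregate spots per cell after agonist stimulation; plate controls were LPI-stimulated DMSO wells for no effect and DMSO wells without LPI for full effect; some results filed as inactive read as strong as hits; confirmed hits need IC50 under 10 µM and bright autofluorescent wells are also inconclusive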
KOR beta-arrestin-1: KOR antagonists, beta-arrestin recruitment, cell-based, luminescence, uHTS (AID 1778); KOR beta-arrestin recruitment, luminescence, antagonist mode; higher % means a stronger effect; one-dose inhibition, % at 10 µM; IC50 in µM for titrated hits; 290,000 compounds, 0.091% hits; note: strong numbers were not always called active
NOD1 NF-kB reporter: NOD1 signaling inhibitors, primary screen, cell-based, luminescence, uHTS (AID 1578); 290,000 compounds, 1% hits; NOD1-driven NF-kB luciferase reporter cells, luminescence; higher % means a stronger effect; one-dose inhibition, % at 4 µM; EC50 in µM for titrated hits; in the data active = inhibition mostly above about 36%, no sharp cut-off; inactive = mostly below about 34%;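 note: HEK-293T reporter cells stimulated with the NOD1 agonist gamma-tri-DAP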
HEK293 NOD2/NF-kB: NOD2 signaling inhibitors, cell-based, luminescence, uHTS, HEK293 (AID 1566) | 290,000 compounds, 0.63% hits | inhibition, % at 4 µM; hits with a dose series show EC50 in µM | HEK293 NOD2/NF-kB luciferase reporter, luminescence; higher % means a stronger effect; note: many of its hits are not listed in these tables
HIV fusion peptide: cell-free HIV fusion peptide-binding blockers – biochemical, uHTS, fluorescence dequenching, primary screen (AID 1986); cell-free peptide binding, fluorescence dequenching, 30 min; higher % means a stronger effect; one-dose inhibition, % at 20 µM; IC50 in µM for titrated hits; 290,000 compounds, 0.3% hits; in the data active = inhibition mostly above about 52%, no sharp cut-off; inactive = mostly below about 76%; note: some results filed as inactive read as strong as hits
GPR55 activation: GPR55 agonists via beta-arrestin recruitment, primary screen, imaging, U2OS cells, beta-arrestin-GFP redistribution (AID 1961) | 290,000 compounds, 0.048% hits | one-dose activation, % at 10 µM; EC50 in µM for titrated hits | U2OS GPR55 beta-arrestin-GFP redistribution imaging; higher % means a stronger effect;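 active = activation above 40% with more than 50 cells counted in the well; inconclusive = wells holding fewer than 50 cells, flagged as toxic or sparse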;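 note: U2OS osteosarcoma cells stably expressing GPR55 and beta-arrestin-GFP; plate controls were DMSO negative control for no effect and LPI positive control for full effect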
KOR beta-arrestin-2: kappa opioid receptor activators – cell-based, luminescence, uHTS, primary screen (AID 1777). KOR beta-arrestin recruitment, luminescence; higher % means a stronger effect. one-dose activation, % at 10 µM; EC50 in µM for titrated hits. 280,000 compounds, 0.02% hits; in the data active = activation above about 50%, passing the limit was not always enough; note: a part of the inactive calls stands beside numbers as strong as those of hits
Myeloid diff 2 GFP+ MAC1+ %: further read-out of Myeloid diff 2, marked with its call; GFP+ MAC1+ double positive, %; measured here: differentiation confirmed by MAC1 staining
The depositor's hits bear a star; i = inactive; ? = inconclusive; / = no result given; + = active, no number; [ ] = another dose, or the depositor's remark. Cut-off read from the data, not from the text of the source, unless noted: active = inhibition above about 50%; inactive = the rest.

entry	canonical_smiles	Myeloid diff 2	Myeloid diff 2 GFP+ MAC1+ %	GPR35 antagonists	GPR55 LPI antagonism	KOR beta-arrestin-1	NOD1 NF-kB reporter	HEK293 NOD2/NF-kB	HIV fusion peptide	GPR55 activation	KOR beta-arrestin-2
1	COc1ccc(O[C@H]2C=C[C@@H](c3ccccc3)O[C@@H]2COC(=O)CC/C(C)=N/O[C@@H](C)CN2CCCCc3nc(C)c(C)cc32)cc1	/	/	8%	14%	-3%	-10%	2%	8.4%	-0.2%	-1.2%
2	Cc1ccc2cc3c(NC(=O)C4CCCO4)nn(CC(C)C)c3nc2c1 (centres undefined)	i	0.9	-12%	-4%	0%	-9%	0%	-1.2%	0.0%	14%
3	CCC(C)n1nnc2c(=O)oc3ccccc3c21 (centres undefined)	i	1.6	4%	-5%	-3%	2%	4%	-3.2%	-0.1%	10%
4	CCn1cc(/C=C/C(=O)NCc2c(C)nn(C)c2C)cn1	i	6.8	11%	15%	-6%	-4%	-1%	0.1%	0.3%	-3.8%
5	Cc1ccnc(NS(=O)(=O)c2ccc(NS(=O)(=O)c3cc(Cl)ccc3Cl)cc2)n1	i	0.0	11%	1%	-36%	-23%	-2%	4.9%	0.6%	2.3%
6	O=C(Nc1nc2c(F)cccc2s1)C1CC1	i	2.1	-5%	-1%	-35%[20 µM]	-14%	2%	-0.8%	0.0%	2.1%
7	Cc1cc([N+](=O)[O-])nn1CC(=O)N/N=C/c1ccccc1Br	i	0.2	-6%	10%	-9%	-9%	7%	-2.1%	1.1%	8.2%
8	O=C(Nc1ccc(S(=O)(=O)NC2=NCCCCC2)cc1)c1ccco1	i	0.9	6%	4%	-14%	-27%	3%	2.4%	-0.1%	-6.5%
9	CC(=O)c1cccc(NC(=O)CN(C)S(=O)(=O)c2ccc3c(c2)CC(C)N3C(C)=O)c1 (centres undefined)	i	1.0	2%	-1%	-39%	-27%	18%	1.5%	-0.2%	-5.5%
10	CS(=O)(=O)c1ccc2nc(NC(=O)c3ccc(S(=O)(=O)NCC4CCCO4)cc3)sc2c1 (centres undefined)	i	0.2	-4%	8%	-17%	-11%	7%	8.6%	0.1%	-1.4%
11	CCCC1(C(=O)O)NC(c2cccc(OC)c2O)C2C(=O)N(c3ccccc3)C(=O)C21 (centres undefined)	i	0.7	28%	2%	49%	6%	-7%	-3.8%	-0.1%	3.5%
12	O=C1CCN(Cc2nnnn2CC2CCCO2)c2ccccc2N1 (centres undefined)	i	2.3	-1%	-11%	-20%	-13%	-2%	-2.5%	0.3%	-4.8%
13	CCN(CC)S(=O)(=O)c1cc(C)c(C)cc1Br	i	1.7	-7%	-2%	-2%	-24%	9%	-0.6%	-0.5%	-1.7%
14	CCCCNC(=S)N1CCN(Cc2ccc3c(c2)OCO3)CC1	i	0.0	-1%	-1%	17%	-33%	-25%	0.2%	-0.8%	-4.4%
15	COc1ccc(NC(=O)CSc2ncccc2C(=O)OC(C)C)cc1OC	i	10	11%	12%	-29%	27%	34%	0.2%	-0.1%	2.8%
16	S=c1[nH]nc(-c2ccccc2)n1/N=C/c1cccs1	i	1.9	13%	-14%	-14%	-15%	10%	-0.2%	-0.2%	-2.9%
17	Cc1ccc(NC(=O)CN2C(=O)NC(C)(c3ccccc3)C2=O)c(C)c1 (centres undefined)	i	5.8	7%	0%	-13%	49%	-10%	0.1%	-0.1%	7.5%
18	Cc1cccc2cc(CN(Cc3nnnn3Cc3ccccc3)C3CCCC3)c(=O)[nH]c12	i	1.1	3%	20%	1%	-3%	10%	1.0%	0.2%	18%
19	CC1CN(c2ccc(S(=O)(=O)N3CCOCC3)cn2)CC(C)O1 (centres undefined)	i	0.6	-7%	12%	-12%	-46%	-20%	-0.1%	0.2%	1.1%
20	Cc1ccc(CN(C)C(=O)c2ccc3c(c2)NC(=O)CS3)o1	i	0.9	-6%	9%	14%	-8%	-18%	-0.8%	0.0%	4.6%

Next section:
entry	canonical_smiles	Myeloid diff 2	Myeloid diff 2 GFP+ MAC1+ %	GPR35 antagonists	GPR55 LPI antagonism	KOR beta-arrestin-1	NOD1 NF-kB reporter	HEK293 NOD2/NF-kB	HIV fusion peptide	GPR55 activation	KOR beta-arrestin-2
21	O=C(O)CCc1ccc(-c2ccc(Br)cc2)o1	i	0.8	12%	-8%	12%	-41%	-25%	3.2%	-0.1%	-6.4%
22	COc1ccccc1OCCCn1c(C)c(C#N)c2ccccc21	i	0.4	14%	22%	0%	-3%	5%	-1.3%	0.7%	0.4%
23	O=C(CSc1nnnn1Cc1ccccc1)N1CCN(c2ccccc2)CC1	i	0.6	-8%	-8%	22%	-10%	-7%	-3.3%	0.6%	0.2%
24	COc1cccc(CNC(=O)c2nnn(CC(=O)Nc3ccc(C)c(C)c3)c2N)c1	i	0.7	-1%	2%	7%	-25%	-1%	-1.9%	-0.1%	13%
25	CC(=O)c1cccc(NC(=O)CC2SC(N3CCCCC3)=NC2=O)c1 (centres undefined)	i	0.5	0%	-5%	-12%	-37%	-7%	1.2%	-0.1%	-1.6%
26	Clc1cccc(OCc2nc(-c3ccncc3)n[nH]2)c1	i	2.4	10%	-4%	-34%[20 µM]	-16%	-45%	0.9%	-0.1%	6.6%
27	CCN1C(=O)C(C(=O)NC(C)c2ccccc2)C2CC1(C)Oc1ccccc12 (centres undefined)	i	0.7	6%	-1%	20%	-21%	-9%	-1.3%	-0.2%	-0.5%
28	COc1cc(OC)cc(C(=O)Nn2c(C)nc3ccccc3c2=O)c1	i	0.8	-2%	2%	3%	-8%	16%	12%	0.1%	7.3%
29	Cc1c(NC(=O)c2ccc(S(=O)(=O)N3CC(C)OC(C)C3)cc2)c(=O)n(-c2ccccc2)n1C (centres undefined)	i	0.3	2%	5%	-60%[20 µM]	-42%	7%	-1.2%	-0.1%	-0.3%
30	Cc1ccccc1S(=O)Cc1ccc(C(=O)N2CCN(C(=O)c3ccco3)CC2)o1 (centres undefined)	?	/	4%	10%	14%	-25%	1%	-1.0%	0.3%	3.0%
31	Cc1ccc(S(=O)(=O)N2CCN(S(=O)(=O)N3CCCCC3)CC2)cc1C	i	0.8	-1%	-11%	4%	-11%	28%	1.8%	-0.2%	11%
32	CC(C)(C)c1cc(C(=O)N/N=C/c2cc3c(cc2Br)OCO3)n[nH]1	i	3.0	9%	-30%	-36%	5%	17%	-0.7%	-0.1%	2.6%
33	O=C(Nc1cccnc1)c1sc2cccc(F)c2c1Cl	i	0.4	-6%	11%	-33%[20 µM]	27%	18%	-1.1%	0.5%	-2.3%
34	C=CC[N+]1(CC#Cc2ccccc2)CCCC1	+	0.7*	3%	5%	-34%[20 µM]	-33%	3%	-1.1%	0.2%	-6.5%
35	COc1ccc(N2CCN(C(=O)CNC(=O)Cn3c(C)cc4ccccc4c3=O)CC2)cc1	i	1.4	-10%	20%	10%	-8%	11%	-1.4%	-0.2%	-2.2%
36	O=C(O)Cn1c(SCCOc2ccccc2F)nc2ccccc21	i	0.6	9%	2%	10%	-8%	7%	3.0%	0.6%	-3.2%
37	CCc1cccc(C)c1NC(=O)CCCC(=O)O	i	0.4	3%	3%	-8%	-23%	13%	2.5%	-0.1%	-1.9%
38	CN(Cc1ccccc1)S(=O)(=O)c1ccc(NC(=S)NC(=O)C2CCCCC2)cc1	?	/	-10%	-3%	0%	-4%	0%	0.7%	-0.1%	-6.1%
39	S=c1[nH]nc(COc2ccc(Cl)cc2)n1Cc1ccccc1	i	0.4	-2%	11%	-83%[20 µM]	-14%	25%	0.8%	0.3%	-15%
40	Cc1ccc(NC(=O)CSc2nnc(-c3cccs3)o2)cc1S(=O)(=O)N1CCCCC1	i	0.3	8%	14%	14%	-11%	11%	-1.2%	-0.3%	-1.4%

More entries.
entry	canonical_smiles	Myeloid diff 2	Myeloid diff 2 GFP+ MAC1+ %	GPR35 antagonists	GPR55 LPI antagonism	KOR beta-arrestin-1	NOD1 NF-kB reporter	HEK293 NOD2/NF-kB	HIV fusion peptide	GPR55 activation	KOR beta-arrestin-2
41	CS(=O)(=O)N(CC(=O)NCCC1=CCCCC1)C1CCCCC1	i	2.9	-5%	18%	26%	-11%	2%	-1.4%	0.5%	-4.0%
42	NC(=O)c1nsc(C(=O)N(Cc2cccnc2)C(C(=O)NCc2ccccc2)c2ccc(O)cc2)c1N (centres undefined)	i	1.3	-2%	9%	-56%	2%	-7%	2.0%	0.2%	1.1%
43	Cc1ccc(CN2CCN(/N=C/c3ccc(C(=O)O)cc3)CC2)cc1	i	0.9	-3%	2%	-52%	-2%	15%	-1.1%	-0.2%	8.7%
44	C[C@H]1COC2=C1C(=O)C(=O)c1c2ccc2c1CCCC2(C)C	i	3.4	-4%	15%	-8%	-1%	3%	36%	0.1%	-0.4%
45	Cc1nc(NC(=O)c2ccccc2)sc1-c1csc(N)n1	i	1.0	-9%	3%	23%	-2%	-141%	2.8%	0.0%	-1.1%
46	OCCNc1ncnc2c1cnn2Cc1ccccc1	i	0.1	5%	2%	16%	0%	-7%	-1.2%	0.2%	-0.4%
47	O=C(Cn1ccn(-c2ccc(F)c(F)c2)c(=O)c1=O)NCCc1ccccc1	i	1.4	4%	-8%	-9%	-13%	10%	-0.8%	0.3%	-1.7%
48	Cc1cc(/C=N/NC(=O)c2cccs2)c(C)n1-c1ccccc1	i	1.0	7%	-6%	-107%	1%	-110%	2.4%	0.2%	0.9%
49	COc1cccc(C(=O)NC2CC3CCCC(C2)N3Cc2ccc(C)cc2)c1 (centres undefined)	i	0.6	14%	0%	43%	-16%	14%	2.2%	-0.1%	0.1%
50	Cc1nc(SC(C)C)[nH]c(=O)c1Cc1ccccc1	i	0.8	-4%	1%	8%	22%	8%	1.5%	-0.2%	0.1%
51	O=C(NCc1cccnc1)c1ccc(Cn2c(=S)[nH]c3ccc(Br)cc3c2=O)cc1	i	0.3	4%	-3%	-21%	-34%	12%	-0.2%	-0.3%	-7.5%

Screen by screen, from the results shown.
Compounds 41–50 in KOR beta-arrestin-1 read 26%, -56%, -52%, -8%, 23%, 16%, -9%, -107%, 43%, 8%
Compounds 41–50 in GPR55 activation read 0.5%, 0.2%, -0.2%, 0.1%, 0.0%, 0.2%, 0.3%, 0.2%, -0.1%, -0.2%
Compounds 41–50 in Myeloid diff 2 read i, i, i, i, i, i, i, i, i, i

Part of the list above, reduced to GPR55 LPI antagonism.
cpd | molecule | GPR55 LPI antagonism
48 | Cc1cc(/C=N/NC(=O)c2cccs2)c(C)n1-c1ccccc1 | -6%
41 | CS(=O)(=O)N(CC(=O)NCCC1=CCCCC1)C1CCCCC1 | 18%

Screening results (PubChem BioAssay)

These rows are one share of the data (hit frequency here may not be typical).
